H1N1 NS1A inhibition = H1N1 influenza NS1A inhibitors, functional cell based assay (AID 504329). NS1A functional cell-based assay, percent inhibition; higher % means a stronger effect. inhibition, % at 12.5 µM, or IC50 in µM where a hit was titrated. hit rate 0.3% among 340,000; in the data active means a potency from the dose series; inconclusive means inhibition above about 27% without an active follow-up result; further: strong numbers were not always called active
VEEV TC-83 Vero = inhibitors of VEEV TC-83 cytopathic effect, confirmation, Vero cells (AID 588727); Vero cells, VEEV TC-83 cytopathic effect inhibition; higher % means a stronger effect; inhibition, % at 20 µM, or IC50 in µM where a hit was titrated; hit rate 0.13% among 350,000; in the data active means a potency from the dose series; inconclusive means inhibition mostly from about 14% at the one dose, without a potency; inactive means the rest, 99 in 100 with inhibition below about 12%; further: strong numbers were not always called active
M. tuberculosis HTS = M. tuberculosis growth inhibition, HTS (AID 449762). hit rate 0.59% among 330,000. one-dose inhibition, % at 25 µM; IC50 in µM for titrated hits. M. tuberculosis H37Rv growth inhibition, 7H9 media; higher % means a stronger effect; in the data active means a potency from the dose series; inconclusive means inhibition above about 70% without an active follow-up result;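 further: bacterial growth assessed after seven days of incubation; strong numbers were not always called active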
M. tuberculosis = growth inhibition of non-replicating M. tuberculosis (AID 488890) | Mycobacterium tuberculosis non-replicating, growth inhibition; higher % means a stronger effect | inhibition, % at 25 µM; hits with a dose series show IC50 in µM | hit rate 0.39% among 320,000; in the data active means a potency from the dose series; inconclusive means inhibition mostly from about 82% at the one dose, without a potency; inactive means the rest, 99 in 100 with inhibition below about 76%;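 further: plate controls were DMSO cells for no effect and high antibiotic wells for full effect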
Salmonella PhoP GFP = PhoP regulon inhibitors, Salmonella typhi PhoP promoter GFP reporter, confirmatory (AID 1850); hit rate 0.33% among 310,000; Salmonella Typhi PhoP-promoter GFP reporter, fluorescence, 4 h; higher % means a stronger effect; one-dose inhibition, % at 50 µM; IC50 in µM for titrated hits; in the data active means a potency from the dose series; inconclusive means inhibition mostly from about 25% at the one dose, without a potency; inactive means the rest, 99 in 100 with inhibition below about 19%;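 further: 0% = induced wells with vehicle and 100% = uninduced wells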
VEEV TC-83 Vero 10K pilot screen = further read-out of VEEV TC-83 Vero, marked with its call; inhibition, %; measured here: 10K pilot screen inhibition
* marks the source's active call; other numbers are inactive results; i = inactive; ? = inconclusive; nt = no result given.

SMILES	H1N1 NS1A inhibition	VEEV TC-83 Vero	M. tuberculosis HTS	M. tuberculosis	Salmonella PhoP GFP	others
O=C(NC1CCSC1=O)c1ccc(Oc2cccc(C(F)(F)F)c2)nc1 (stereo not drawn)	2%	i	0%	16%	-9%
O=C(NNS(=O)(=O)c1ccc(F)cc1)c1ccc2c(c1)OCO2	-10%	4.2%	9%	34%	-6%
C=CCSc1nnc(-c2nnc(SCC=C)n2CC)n1CC	4%	2.6%	-7%	-4%	2%
COC(=O)C1CCN(C(=O)c2ccc(NC(C)=O)cc2)CC1	-3%	i	5%	-9%	11%
CC(=O)c1ccc(NC(=O)CSCCO)cc1	3%	0.7%	2%	8%	-12%
O=C(CNc1ccc(C(F)(F)F)cc1)Nc1cccc(S(=O)(=O)N2CCCC2)c1	-14%	1.3%	-10%	44%	nt
CC(C)n1c(SCC(=O)Nc2nc3ccccc3s2)nc2c1c(=O)n(C)c(=O)n2C	-6%	13%	3%	-2%	12%
CCCn1c(NCc2ccc3c(c2)OCO3)nc2ccccc21	-8%	i	13%	51%	-2%
CC(=O)Nc1ccc(S(=O)(=O)NCc2ccc3c(c2)cc(C)n3C)cc1	19%	7.6%	-8%	67%	12%
COc1ccc(C2C(=O)N(C3CCCCCC3)CC(=O)N2Cc2ccccc2)cc1OC (stereo not drawn)	6%	i	3%	17%	-4%
O=P(OC1CCCCC1)(OC1CCCCC1)C(O)c1c(Cl)cccc1Cl (stereo not drawn)	3%	0.5%	-1%	8%	-8%
ON=C1CCN(c2ncc(C(F)(F)F)cc2Cl)CC1	3%	i	-8%	3%	-5%

Compounds shown so far with sulfur:
SMILES	H1N1 NS1A inhibition	VEEV TC-83 Vero	M. tuberculosis HTS	M. tuberculosis	Salmonella PhoP GFP	others
O=C(NC1CCSC1=O)c1ccc(Oc2cccc(C(F)(F)F)c2)nc1 (stereo not drawn)	2%	i	0%	16%	-9%
O=C(NNS(=O)(=O)c1ccc(F)cc1)c1ccc2c(c1)OCO2	-10%	4.2%	9%	34%	-6%
C=CCSc1nnc(-c2nnc(SCC=C)n2CC)n1CC	4%	2.6%	-7%	-4%	2%
CC(=O)c1ccc(NC(=O)CSCCO)cc1	3%	0.7%	2%	8%	-12%
O=C(CNc1ccc(C(F)(F)F)cc1)Nc1cccc(S(=O)(=O)N2CCCC2)c1	-14%	1.3%	-10%	44%	nt
CC(C)n1c(SCC(=O)Nc2nc3ccccc3s2)nc2c1c(=O)n(C)c(=O)n2C	-6%	13%	3%	-2%	12%
CC(=O)Nc1ccc(S(=O)(=O)NCc2ccc3c(c2)cc(C)n3C)cc1	19%	7.6%	-8%	67%	12%

The results go on.
SMILES	H1N1 NS1A inhibition	VEEV TC-83 Vero	M. tuberculosis HTS	M. tuberculosis	Salmonella PhoP GFP	others
COC(=O)c1ccc(S(=O)(=O)N2CCCN(Cc3ccc(F)cc3)CC2)n1C	1%	i	4%	-1%	9%
O=C(NNC(=O)c1ccc(-c2ccccc2)cc1)Nc1ccc(F)cc1F	-7%	0.8%	5%	4%	-3%
COc1ccc(NS(=O)(=O)c2ccc(C(=O)N(C)Cc3cccs3)cc2)cc1	0%	4.5%	nt	nt	nt
CC1CN(c2ccc([N+](=O)[O-])cc2Cl)CCN1S(C)(=O)=O (stereo not drawn)	-5%	1.5%	0%	19%	11%
CC(=O)N1c2ccc(S(=O)(=O)N3CCCC(C(=O)NCc4ccc(Cl)cc4)C3)cc2CC1C (stereo not drawn)	5%	2.9%	-10%	-1%	3%
O=C(NCCO)c1nc(C(=O)c2ccc(Cl)cc2)c2ccccc2n1	3%	0.8%	-8%	21%	nt	VEEV TC-83 Vero 10K pilot screen=0.0
CCOc1ccccc1-c1nc(CN2CCCC2c2nccs2)c(C)o1 (stereo not drawn)	3%	8.3%	-1%	12%	-1%
Cc1ccc(N(Cc2ccccc2)C(=O)c2cc(S(=O)(=O)N3CCOCC3)ccc2Cl)cc1	-2%	6.7%	1%	20%	3%
CCOC(=O)c1[nH]c(C)c(/C(O)=C2\C(=O)C(=O)N(CCCN3CCOCC3)C2c2cccs2)c1C (stereo not drawn)	-24%	0.3%	-12%	-9%	3%
COC(=O)C1CSC2c3ccccc3C(=O)N12 (stereo not drawn)	-9%	0.4%	1%	2%	4%
O=C(CSc1nc2ncc(Cl)cc2[nH]1)N1CCC(Cc2ccccc2)CC1	2%	1.2%	-1%	5%	nt
COC(=O)NC(=C(Cl)Cl)S(=O)(=O)c1ccccc1	0%	6.3%	-2%	5%	4%
Cn1c(=O)[nH]c(=O)c2c1nc(SCCO)n2CCCc1ccccc1	-3%	1.4%	13%	-2%	4%
c1ccc(COc2ccc(OCCCCN3CCCCC3)cc2)cc1	9%	i	0%	51%	-2%
Cc1cccc(Nc2nc(N)c([N+](=O)[O-])c(NCc3ccccc3)n2)c1	nt	6.7%	18%	41%	-6%
O=C(NNC(=O)c1ccccc1Br)c1ccc2nc[nH]c2c1	22%	1.7%	4%	22%	-6%
CCOC(=O)N1CCC(NS(=O)(=O)c2cc(Br)cc3c2N(C(=O)CC)CC3)CC1	7%	5.6%	2%	17%	0%
Cc1cc(=O)[nH]c(N/N=C/c2ccc(Cl)cc2Cl)n1	-18%	1.7%	3%	-4%	-8%
Cc1ccc(-n2c(SCC(=O)NCCN3C(=O)CSC3=O)nnc2-c2ccccc2)cc1	-1%	i	-2%	15%	-8%
O=C(NCc1cccnc1)c1ccc(S(=O)(=O)Nc2ccccc2)cc1	-8%	2.0%	2%	-3%	-1%
COc1ccccc1C1CN(c2ccc(F)cc2F)N=C1c1cccs1 (stereo not drawn)	-15%	0.1%	-1%	6%	24%
CCC(C)c1ccc(OCC(=O)O)cc1 (stereo not drawn)	-8%	0.8%	-1%	23%	2%
NC(=O)CC(NC(=O)Cc1ccc(Br)cc1)c1ccc(N2CCC(N3CCCCC3)CC2)c([N+](=O)[O-])c1 (stereo not drawn)	-9%	0.6%	1%	0%	13%	VEEV TC-83 Vero 10K pilot screen=0.4
CC1(C)CC(=O)CC2(C1)NCC(c1ccccc1)c1c2[nH]c2ccccc12 (stereo not drawn)	6%	5.4%	3%	37%	-13%
CCCC(=O)Nc1cccc(NC(=O)c2ccc3c(c2)OCCO3)c1	7%	1.8%	1%	0%	-2%
CCC(C)[C@H](NC(=O)NCCCN1CCOCC1)C(=O)OC (stereo partly drawn)	-2%	1.6%	0%	-6%	-7%
CC1=C(C(=O)OCc2ccccc2)C(c2ccccc2Cl)NC(=O)N1C (stereo not drawn)	-21%	7.2%	?	49%	-2%
CCOC(=O)C1=CC[C@@H](c2cc(OC)c(OC)c(OC)c2)N(S(=O)(=O)c2ccc(C)cc2)[C@H]1C(=O)OCC	-1%	i	-2%	12%	nt
CC(C)(C)c1nc2c(C#N)c(-c3ccc(Cl)cc3)ccn2n1	-7%	6.2%	14%	53%	18%
CCCN1C(=O)SC(CC(=O)Nc2ccccc2C)C1=O (stereo not drawn)	7%	2.0%	-1%	?	-16%
O=C(CN1C(=O)c2cccc([N+](=O)[O-])c2C1=O)NCc1ccccc1	-3%	0.6%	-2%	14%	8%
CCOC(=O)c1c(NC(=O)CSC2=NN3CCCC(=O)N=C3S2)sc2c1CCCCC2	11%	7.1%	-2%	-17%	-4%
COC(=O)C1=C(C)NC(=O)NC1c1ccc2c(c1)OCO2 (stereo not drawn)	5%	0.1%	3%	16%	2%
O=C(O)Cc1ccc(Oc2ncc(C(F)(F)F)cc2Cl)cc1	-6%	0.8%	-5%	-17%	8%
Cc1cc(C)c2cc(CN(CCO)Cc3nnnn3Cc3ccccc3)c(=O)[nH]c2c1	-7%	3.2%	7%	27%	-11%
Cc1nn(CCOc2ccc(Br)cc2)c(C)c1[N+](=O)[O-]	-5%	0.8%	4%	42%	0%
COC(=O)c1ccc(NC(=O)c2c(Br)cnn2C)cc1	-2%	2.5%	-5%	-5%	-4%
O=C(c1ccc(N2C(=O)C3C4CC(C(Br)C4Br)C3C2=O)cc1)N1CCCCC1 (stereo not drawn)	18%	1.1%	nt	nt	nt
COCCN(C(=O)CCC(=O)Nc1ccccn1)C(C(=O)NCCC(C)C)c1ccc(OC)cc1 (stereo not drawn)	0%	0.6%	-2%	15%	-7%
O=C(NCc1cccnc1)c1ccc(COc2ccc(Cl)cc2Cl)o1	-8%	i	1%	59%	0%
O=C(CSc1nc(-c2ccco2)cc(C(F)(F)F)n1)NCc1cccs1	2%	1.1%	-1%	6%	2%
COc1ccccc1C1=CC(=O)C[C@H](c2ccc3c(c2)OCO3)C1	-12%	5.8%	8%	3%	nt
CCC(C)(C)n1nnnc1CN1CCN(c2nc3cc(OC)ccc3cc2C#N)CC1	-10%	5.9%	7%	1%	-1%
COC(=O)C1C(c2ccc(OC)cc2)C(C(=O)OC)S(=O)(=O)C(CCN2CCCCC2)S1(=O)=O (stereo not drawn)	-7%	i	9%	-17%	-13%
COc1ccc(Nc2c3c(nc4c(-c5ccccc5)c(C)nn24)CCC3)cc1	2%	i	53%	4%	-5%
Cc1ccc(C(=O)NN2C(=O)/C(=C/c3cn(C)c4ccccc34)SC2=S)cc1	2%	5.9%	-8%	-3%	-7%
CCCn1c(=O)c2c(nc3n2CCN3Cc2ccco2)n(C)c1=O	9%	0.5%	-7%	-15%	6%
COc1cc(NC(=O)CCc2nnc3ccc(N4CCN(c5cccc(OC)c5)CC4)nn23)cc(OC)c1	4%	0.3%	-5%	-7%	5%
COc1ccc(CC(=O)Nc2nc3n(n2)C(c2ccccc2)CC(=O)N3)cc1OC (stereo not drawn)	0%	i	-9%	6%	-18%
C=CCc1cccc(CNc2nc3ccccc3n2CCC)c1O	3%	i	4%	11%	3%
Cc1cc(OC(=O)c2ccccc2Br)cc(=O)n1C	4%	i	-7%	-3%	9%
O=C1NC(c2ccccc2)=N/C1=C/c1ccco1	-4%	1.7%	3%	30%	-3%
COC(=O)c1cc(-c2ccccc2)nc2nc(SC)[nH]c(=O)c12	-1%	0.3%	1%	-9%	-16%
CCCc1cc(=O)oc2c(C)c(OC(C)C(=O)NCCN3CCOCC3)ccc12 (stereo not drawn)	-1%	4.8%	10%	5%	4%
CCOC(=O)C1=C(C)NC2=C(C(=O)C(C(=O)OC)C(C)C2)C1c1ccc(OC)c(O)c1 (stereo not drawn)	-2%	0.5%	-22%	12%	4%
O=C(C1CC(=O)N(C2CCCC2)C1)N1CCN(c2ccccc2F)CC1 (stereo not drawn)	-4%	3.0%	-10%	nt	2%
COc1ccc(CC(=O)OCc2csc(CC(=O)Nc3ccc(C)cc3)n2)cc1	-4%	0.6%	-5%	34%	nt
Cc1cc(C)c(Nc2ncnc(N)n2)c(C)c1	-1%	i	-3%	-1%	-3%
O=C(CCc1nnc(C2CCCCC2)o1)NCCCOc1cccnc1	-6%	0.3%	1%	11%	-5%
CCc1cc(/C(Cc2ccccn2)=N\Nc2ccccc2)c(O)cc1O	-3%	7.5%	60µM*	28%	10%

Carrying on.
SMILES	H1N1 NS1A inhibition	VEEV TC-83 Vero	M. tuberculosis HTS	M. tuberculosis	Salmonella PhoP GFP	others
O=C(c1ccccc1-c1nc(-c2ccc(F)cc2)no1)N1CCCC1	-4%	4.0%	0%	4%	17%
O=C(N/N=C/c1cccc([N+](=O)[O-])c1)c1cccc(Br)c1	-10%	0.2%	3%	-5%	7%
COCCN(C(=O)c1ccccc1F)c1nnc(-c2ccc(OC)cc2)s1	-4%	4.6%	?	26%	5%
CC(C)NC(=O)CSCc1c(Cl)cccc1Cl	-13%	0.7%	4%	-7%	9%
CC/C=C/C(=O)N1CC2(CC(c3cccc(NC(=O)c4ccccc4)c3)=NO2)C[C@@H]1C(N)=O (stereo partly drawn)	13%	3.0%	-3%	6%	2%
CCc1ccc(OCc2cnc(Cl)s2)cc1	-7%	11%	-3%	35%	11%
CCOC(=O)[C@H]1[C@H]2COc3ccc(C)cc3[C@@H]2N2C(=O)c3cc(C)ccc3NC(=O)[C@@]12C	-3%	1.9%	-1%	36%	nt
O=C1NC(=O)N(CC2CCCO2)C(=O)/C1=C/c1cccs1 (stereo not drawn)	-2%	0.5%	3%	-2%	-11%
CCOc1ccc(OCC(=O)NCc2n[nH]c(=O)c3ccccc23)cc1	-3%	2.2%	0%	-25%	3%
O=C(CN1c2cccc3cccc(c23)S1(=O)=O)Nc1ccccc1F	12%	0.3%	3%	-6%	4%
CN=c1sc(C(=O)Nc2ccccc2)c(C)n1C	-16%	1.1%	1%	-6%	8%
CC=C(CC)C1(CC)C(=O)NC(=S)NC1=O	-22%	0.2%	nt	nt	nt
